Hsp70 displacement = Hsp70 inhibitors, probe displacement, primary screen, biochemical, fluorescence polarization (AID 583) | Heat shock 70 kDa protein 1A (Homo sapiens) | displacement, % at 20 µM; hits with a dose series show IC50 in µM | Hsp70 fluorescence polarization probe displacement, mP; higher % means a stronger effect | 0.06% of 140,000 active; in the data active = displacement above about 50%;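 note: plate controls were vehicle for no effect and reference ligand for full effect; a part of the inactive calls stands beside numbers as strong as those of hits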
Rat MKP-3 inhibitors = MKP-3 phosphatase inhibitors, primary screen, biochemical, rat enzyme, in vitro (AID 425) | Dual specificity protein phosphatase 6 (Rattus norvegicus) | recombinant MKP-3 phosphatase activity, fluorescence; higher % means a stronger effect | one-dose inhibition, % at 20 µM; IC50 in µM for titrated hits | 0.17% of 110,000 active; in the data active = inhibition above about 50%;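 note: plate controls were vehicle for no effect and reference inhibitor for full effect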
Starred values were filed as active, the others as inactive; . = not tested or not shown; & = joins results of further samples. These rows are one share of the data; count on the stated rates, not on these rows.

Value order: Hsp70 displacement | Rat MKP-3 inhibitors
- CCOc1cc(/C=C2\C(=O)NC(=S)N(c3ccc(Br)cc3)C2=O)ccc1O
 : -3.0% | 1%
- O=C(c1cn(-c2ccccc2)nc1-c1ccccc1)N1CCOCC1
 : 0.8% | -18%
- Cc1noc(C)c1S(=O)(=O)N1CCCC(C(=O)NCCC2=CCCCC2)C1 (stereo not drawn)
 : -0.8% | -5%
- O=c1/c(=C/c2cccc3ccccc23)sc2ncnn12
 : -6.0% | 0%
- Cc1ccc(N2C(=O)CC(N3CCN(c4ccccc4F)CC3)C2=O)cc1 (stereo not drawn)
 : -0.6% | -2%
- CCOc1cccc(-c2nc3cc(OC)c(OC)cc3c(=O)o2)c1
 : -1.6% | 1%
- COC(=O)c1ccc(N2CCOCC2)c([N+](=O)[O-])c1
 : 3.4% | -6%
- CN(C(=O)C(Cl)Cl)c1ccc(OC(=O)c2ccco2)cc1
 : -1.0% | 4%
- CC(NC(=O)Cn1ccsc1=N)C12CC3CC(CC(C3)C1)C2 (stereo not drawn)
 : 6.5% | 2%
- CCC(CC)c1nnc(NC(=O)c2cccc(S(=O)(=O)N3CCc4ccccc43)c2)s1
 : -10% | .
- C=CCN1C(=O)NC(=O)/C(=C/c2cc(OC)c(OC(C)=O)c(OC)c2)C1=O
 : -3.9% | 1%
- CCOC(=O)C1=C(C)N=C2SC(C)C(=O)N2C1c1ccc(OC(C)=O)c(OC)c1 (stereo not drawn)
 : -2.0% | 5%
- CCCC(C)NC(=O)Cc1ccccc1 (stereo not drawn)
 : 2.9% | 13%
- CCCC(O)(CCN(C)C)c1ccc(OC)cc1 (stereo not drawn)
 : -2.9% | -2%
- COc1cccc2cc3c(=O)n(-c4ccccc4)nc-3oc12
 : 3.5% | -1%
- O=C(O)c1cc(NC(=O)c2ccccc2Cl)cc(C(=O)O)c1
 : 7.5% | -1%
- O=C(O)COCc1nc2ccccc2[nH]1
 : 5.1% | -5%
- O=C(c1cnc2c(c1)COc1ccc(Cl)cc1-2)c1ccccc1O
 : 8.3% | .
- Cc1sc2ncnc(N3CCOCC3)c2c1C
 : 2.7% | .
- O=c1c2ccccc2c(C=NCCO)c(O)n1-c1ccccc1
 : -2.6% | -8%
- COc1ccccc1CN1CC(C(=O)NCC2CCCO2)CC1=O (stereo not drawn)
 : 0.2% | -12%
- Cc1cc(C(=O)CSc2nncs2)c(C)n1-c1c(C)n(C)n(-c2ccccc2)c1=O
 : 2.3% | -6%
- O=C1C2CC=CCC2C(=O)N1c1ccc(OCC(O)CN2C(=O)c3ccccc3S2(=O)=O)cc1 (stereo not drawn)
 : -1.4% | 1%
- CCn1cc(C(=O)NCC2CCCO2)c(=O)c2cc(S(=O)(=O)N(C)C)ccc21 (stereo not drawn)
 : 1.8% | -11%
- Cn1cccc1Cc1nnc(SCC(=O)NCC2CCCO2)n1CCc1ccccc1 (stereo not drawn)
 : 0.1% | -8%
- COc1ccccc1NC(=O)CN(C)S(=O)(=O)c1ccc(F)cc1
 : -7.0% | -7%
- Cc1cccn2c(=O)c3cc(C(=O)NCCCN4CCOCC4)n(C)c3nc12
 : -1.6% | -9%
- COc1cc(C)c(Cl)cc1S(=O)(=O)n1cnc2ccccc21
 : 0.7% | .
- CCOC(=O)C1=C(N)OC2=C(C(=O)CCC2)C1c1cc(C)ccc1C (stereo not drawn)
 : 1.2% | 0%
- O=C(CSc1nc2ccccc2s1)N1CCCCC1
 : 1.8% | .

Four entries from above, ordered by count of non-hydrogen atoms, largest number first.
Value order: Hsp70 displacement | Rat MKP-3 inhibitors
- Cc1cc(C(=O)CSc2nncs2)c(C)n1-c1c(C)n(C)n(-c2ccccc2)c1=O
 : 2.3% | -6%
- COc1ccccc1NC(=O)CN(C)S(=O)(=O)c1ccc(F)cc1
 : -7.0% | -7%
- O=C(CSc1nc2ccccc2s1)N1CCCCC1
 : 1.8% | .
- Cc1sc2ncnc(N3CCOCC3)c2c1C
 : 2.7% | .

The results go on:
Value order: Hsp70 displacement | Rat MKP-3 inhibitors
- CCc1nc2ccccc2c(C(=O)OCCN2C(=O)c3ccccc3C2=O)c1C
 : 0.7% | .
- O=C(O)CC(Cc1ccccc1)C(=O)O (stereo not drawn)
 : 0.1% | 0%
- Cc1onc(-c2ccccc2Cl)c1C(=O)Nc1cccc2cccnc12
 : 3.3%&-4.0% | -6%&6%
- CCC(C)(C(=O)NC1CCCC1)N(Cc1ccco1)C(=O)c1ccccn1 (stereo not drawn)
 : -2.1% | -6%
- O=C(c1ccccc1Oc1nnnn1-c1ccccc1)N1CCOCC1
 : 1.7% | -6%
- CC1Cc2nc(SCC(=O)Nc3ccc4c(c3)OCO4)n(CCc3ccccc3)c(=O)c2S1 (stereo not drawn)
 : -5.6% | -10%
- CC(=O)Nc1nc(-c2ccccc2)ns1
 : 3.1% | .
- Cc1c(OCc2nn[nH]n2)ccc2c3c(c(=O)oc12)CCCC3
 : 7.3% | -8%
- CS(=O)(=O)N(CC(=O)Nc1ccc(I)cc1)c1cccc(Cl)c1
 : 1.1% | 1%
- COc1ccc(CCNC(=O)c2ccc(C#CC(C)(C)O)cc2)cc1OC
 : 0.7% | 0%
- O=C(c1cc2nc(-c3ccco3)cc(C(F)(F)F)n2n1)N1CCN(c2ccccc2)CC1
 : 3.6% | -2%
- O=C(Nc1cccc2ccccc12)c1ccc(S(=O)(=O)N2CCOCC2)cc1
 : 2.9% | 6%
- Cc1ccc(C(=O)NCc2ccccn2)cc1[N+](=O)[O-]
 : 3.8% | 2%
- COC(=O)C1=NN(N=O)C2(CC(=O)N(c3cc(C)cc(C)c3)C2=O)C1 (stereo not drawn)
 : 4.8% | .
- CC(=O)Nc1nonc1NC(=O)CSc1ccccn1
 : 0.4% | -1%
- Cc1ccc(S(=O)(=O)NCCc2ccccc2)cc1
 : -1.9% | .
- CCOc1c(C)cc2[nH]c(C)nc2c1C
 : 0.9% | 2%
- COc1ccccc1N1CCN(C(=O)NC2CCCCC2)CC1
 : 0.2% | -4%
- COc1ccccc1N=Cc1c(O)n(-c2ccccc2F)c(=O)[nH]c1=O
 : 1.0% | 2%
- COc1ccc(OC)c(-n2c(SCC(N)=O)nnc2-c2c[nH]c3ccccc23)c1
 : -0.7% | 2%
- CS(=O)(=O)N(CC(=O)NCCSCc1ccccc1)c1cccc(Br)c1
 : -1.4% | 3%
- O=S(=O)(c1ccc2c(c1)OCCO2)N1CCN(Cc2ccc3c(c2)OCO3)CC1
 : 3.6% | -1%
- CCNc1ccc(Br)cc(C(=O)/C=C/c2c(Cl)cccc2Cl)c1=O
 : -15% | .
- CCn1ncc(Br)c1C(=O)Nc1cc(C(=O)OC)ccc1C(=O)OC
 : 4.6% | -8%
- Cc1nc(/N=C(/N)NC(=O)c2ccccc2N)nc2ccccc12
 : 3.3% | 2%
- Nn1c(Nc2ccccc2)nc2sc3c(c2c1=O)CCC3
 : -0.4% | -2%
- CCOC(=O)c1c(NC(=O)CN2CCOCC2)sc2c1CCCC2
 : -2.5% | 0%
- CCN(CC)CCCNC(=O)c1ccccc1C
 : 3.7% | -4%
- COc1ccc(Cn2c(SC)nc3ccccc32)cc1
 : -4.5% | 0%
- Cc1cc(C(=O)n2cnc3c(N)ncnc32)co1
 : 2.5% | -1%

The closing 4 records of the part before are carried over, then new ones follow:
Value order: Hsp70 displacement | Rat MKP-3 inhibitors
- CCOC(=O)c1c(NC(=O)CN2CCOCC2)sc2c1CCCC2
 : -2.5% | 0%
- CCN(CC)CCCNC(=O)c1ccccc1C
 : 3.7% | -4%
- COc1ccc(Cn2c(SC)nc3ccccc32)cc1
 : -4.5% | 0%
- Cc1cc(C(=O)n2cnc3c(N)ncnc32)co1
 : 2.5% | -1%
- CC1(C)NC(=O)N(CCOCCOc2ccccc2)C1=O
 : -3.4% | .
- Cc1cccc(-n2nnnc2SCC(=O)c2cc(C)n(Cc3ccco3)c2C)c1
 : -2.8% | -4%
- Cc1ccc(S(=O)(=O)c2cc(NS(=O)(=O)c3ccc(Cl)cc3)c3ccccc3c2O)cc1
 : 2.0% | 8%
- CCO/N=C(\C)c1c(O)c(CC)c(-c2ccccc2)n(-c2ccccc2)c1=O
 : 3.2% | .
- Cn1c(NC(=O)c2ccco2)c(-c2ccccc2)c(=O)c2ccccc21
 : -3.7% | -12%
- CC(C)(C)C(=O)Nc1cccc(C(=O)c2cccc(NC(=O)C(C)(C)C)c2)c1
 : -1.4% | .
- Cc1cc(C)cc(N2C(=O)CC(N3CCOCC3)C2=O)c1 (stereo not drawn)
 : 1.4% | -1%
- CCOC(=O)N1CCC(NC(=O)c2cccc3c2C(=O)N(Cc2cccnc2)C3)CC1
 : 7.6% | 0%
- Cc1cccc(C)c1OCc1nnc(SCC(=O)NCc2ccccc2)o1
 : -1.8% | 3%
- N#CCSc1nnc(COc2ccccc2)n1-c1ccccc1
 : 2.1% | .
- COC(=O)c1cc2c(=O)n3ccccc3nc2n(C)c1=N
 : 6.5% | 2%
- O=c1[nH]c(=O)n(Cc2ccccc2)c2c1C(C(F)(F)F)(C(F)(F)F)N=C(c1ccco1)N2
 : -3.0% | .
- c1ccc(-n2c(SCc3ccncc3)nnc2-c2ccco2)cc1
 : 3.9%&-1.3% | -1%&4%
- Cc1nn(C)cc1CNC(=O)Nc1cccc(Cl)c1
 : -0.7% | .
- COc1ccc(-c2nc3nc(C)cc(=O)n3[nH]2)cc1
 : -1.6% | .
- CCOC(=O)C1=NNC2C(=O)N(c3cccc(Br)c3)C(=O)C12 (stereo not drawn)
 : -1.5% | 1%
- COc1ccc(CN2CCN(C(=O)C3CC(=O)N(C4CCCCCC4)C3)CC2)c(OC)c1OC (stereo not drawn)
 : 5.1% | 2%
- CCN1CCN(C(=S)c2ccc(Cl)cc2)CC1
 : -5.0% | .
- COc1cccc(C2(c3cccc(OC)c3)CC2C(=O)Nc2cccc(C(F)(F)F)c2)c1 (stereo not drawn)
 : 0.2% | 4%
- CCCOC(=O)c1ccc(NC(=O)COC)cc1
 : -0.1% | .
- N#Cc1nc(Cc2cccc3ccccc23)oc1N1CCOCC1
 : 3.9% | -5%
- Cc1cc(C(=O)CSc2nnc(-c3ccncc3)n2-c2ccccc2)c(C)n1C
 : 11% | 3%
- COc1ccc2oc(=O)c(C(=O)N3CCCc4ccccc43)cc2c1
 : . | -4%
- O=C(NCCCn1ccnc1)C(Cc1ccccc1)N1C(=O)c2ccccc2C1=O (stereo not drawn)
 : -1.8% | -5%
- COc1ccc(C(=O)Nc2nc3ccc(C)cc3s2)cc1Br
 : -0.9% | 5%
- O=C(NCCc1ccccc1F)C1CCCN1S(=O)(=O)c1ccc2ccccc2c1 (stereo not drawn)
 : -1.4% | .
- COC(=O)C1=C(C)Nc2nnnn2C1c1cccnc1 (stereo not drawn)
 : 12% | .
- O=C(NCCCNCc1ccccc1)/C(=N\O)c1ccccc1
 : 0.4% | -8%
- CCC(c1nnc(SCC(=O)N2CC(=O)Nc3ccccc32)n1Cc1ccccc1)N(C)C (stereo not drawn)
 : 1.6% | 0%
- Cc1cccc(OCc2nnc(SCC(=O)N3c4ccccc4CC3C)n2C)c1C (stereo not drawn)
 : -5.6% | .
- Cc1ccccc1-c1nc2cc(NC(=S)NC(=O)c3ccco3)ccc2o1
 : 2.3% | 1%
- Cc1cc[n+](CCC(=O)O)c2ccccc12
 : 8.3% | .
- CCN(CC)C(=S)SCC(=O)Nc1cc(C)ccc1C
 : 3.5% | 5%
- O=C(Nc1ccc(S(=O)(=O)N2CCOCC2)cc1)c1ccc(Br)s1
 : -2.3% | 2%
- COCCn1c(SCC(=O)N2CCCCC2)nc2cccnc21
 : -5.2% | 1%
- CS(=O)(=O)N1CCN(c2ccccc2NC(=O)c2cccnc2Cl)CC1
 : -5.0% | .
- Oc1ccc(Br)cc1CN1CCN(C2CC3CCC2C3)CC1 (stereo not drawn)
 : 1.1% | -4%
- O=C(NCCN1CCCCC1)c1cc(Cl)ccc1Cl
 : 6.9% | 0%
- COc1ccc(Nc2ccccc2)c(C)c1
 : -0.2%&-0.6% | -7%&-3%
- O=C(CSc1nc2ccccc2c(=O)n1NC(=O)c1ccccc1)c1ccccc1
 : -0.6% | .
- C#CCNc1c(C)c(C)nc2ncnn12
 : -1.7% | 5%
- CCCC1=NN2C(=N)/C(=C/c3ccc(OCc4ccc(F)cc4)c(OCC)c3)C(=O)N=C2S1
 : 3.0% | 5%
- Cc1cc(C)c2oc(-c3ccc(NC(=O)c4cccnc4)cc3O)nc2c1
 : -24% | 6%
- COc1ccc(C(c2sc3nc(C)nn3c2O)N2CC(C)OC(C)C2)cc1OC (stereo not drawn)
 : 1.3% | 1%
- CC(C)=CC(=O)OCC(=O)Nc1ncc(Cl)c(C)c1Cl
 : 1.3% | .
- CC(=O)Oc1c(C=C(C#N)C#N)[nH]c2ccccc12
 : -53% | -2%
- O=C(c1ccccc1Cl)N1CCN(C(c2ccccc2)c2ccccc2)CC1
 : 4.7% | -3%
- C=CCNC(=O)c1cc2nc(C3CC3)cc(C(F)F)n2n1
 : 4.3% | .
- CCCCNc1c2c3c(cccc3n(C)c1=O)C(=O)c1ccccc1-2
 : 142% | .
- Clc1ccccc1OCc1nc(-c2ccccn2)no1
 : 4.0% | -9%
- CSCCC(NC(=O)c1cc(COc2ccc(-c3ccccc3)cc2)c(C)o1)C(=O)O (stereo not drawn)
 : 4.4% | 0%
- Cc1ccc2nc(-c3ccc(NC(=O)c4cccc(Cl)c4Cl)cc3)sc2c1
 : -5.6% | -1%
- COc1ccc(/C=N/c2ncn[nH]2)cc1
 : 1.4% | -6%
- CCOC(=O)CSc1nnc(-c2ccco2)n1-c1ccccc1
 : -5.3% | 6%
